Screening data from PubChem.
Pf apPOL block: Pf-apPOL DNA polymerase inhibition; Recombinant Pf-apPOL, molecular beacon fluorescence, 1.5 h; inhibition, % at 10 µM; 210,000 tested, 0.25% active
mHTT-CaM PPI inh: mHTT-calmodulin interaction abrogation; P42858; AlphaScreen His-mHTT/GST-CaM binding, luminescence; inhibition, % at 15 µM; 190,000 tested, 3.6% active; AID 1671202;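 also: 0% = both proteins with DMSO and 100% = one protein alone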
Target sequence (P42858 whole entry, looked up, stated change not applied): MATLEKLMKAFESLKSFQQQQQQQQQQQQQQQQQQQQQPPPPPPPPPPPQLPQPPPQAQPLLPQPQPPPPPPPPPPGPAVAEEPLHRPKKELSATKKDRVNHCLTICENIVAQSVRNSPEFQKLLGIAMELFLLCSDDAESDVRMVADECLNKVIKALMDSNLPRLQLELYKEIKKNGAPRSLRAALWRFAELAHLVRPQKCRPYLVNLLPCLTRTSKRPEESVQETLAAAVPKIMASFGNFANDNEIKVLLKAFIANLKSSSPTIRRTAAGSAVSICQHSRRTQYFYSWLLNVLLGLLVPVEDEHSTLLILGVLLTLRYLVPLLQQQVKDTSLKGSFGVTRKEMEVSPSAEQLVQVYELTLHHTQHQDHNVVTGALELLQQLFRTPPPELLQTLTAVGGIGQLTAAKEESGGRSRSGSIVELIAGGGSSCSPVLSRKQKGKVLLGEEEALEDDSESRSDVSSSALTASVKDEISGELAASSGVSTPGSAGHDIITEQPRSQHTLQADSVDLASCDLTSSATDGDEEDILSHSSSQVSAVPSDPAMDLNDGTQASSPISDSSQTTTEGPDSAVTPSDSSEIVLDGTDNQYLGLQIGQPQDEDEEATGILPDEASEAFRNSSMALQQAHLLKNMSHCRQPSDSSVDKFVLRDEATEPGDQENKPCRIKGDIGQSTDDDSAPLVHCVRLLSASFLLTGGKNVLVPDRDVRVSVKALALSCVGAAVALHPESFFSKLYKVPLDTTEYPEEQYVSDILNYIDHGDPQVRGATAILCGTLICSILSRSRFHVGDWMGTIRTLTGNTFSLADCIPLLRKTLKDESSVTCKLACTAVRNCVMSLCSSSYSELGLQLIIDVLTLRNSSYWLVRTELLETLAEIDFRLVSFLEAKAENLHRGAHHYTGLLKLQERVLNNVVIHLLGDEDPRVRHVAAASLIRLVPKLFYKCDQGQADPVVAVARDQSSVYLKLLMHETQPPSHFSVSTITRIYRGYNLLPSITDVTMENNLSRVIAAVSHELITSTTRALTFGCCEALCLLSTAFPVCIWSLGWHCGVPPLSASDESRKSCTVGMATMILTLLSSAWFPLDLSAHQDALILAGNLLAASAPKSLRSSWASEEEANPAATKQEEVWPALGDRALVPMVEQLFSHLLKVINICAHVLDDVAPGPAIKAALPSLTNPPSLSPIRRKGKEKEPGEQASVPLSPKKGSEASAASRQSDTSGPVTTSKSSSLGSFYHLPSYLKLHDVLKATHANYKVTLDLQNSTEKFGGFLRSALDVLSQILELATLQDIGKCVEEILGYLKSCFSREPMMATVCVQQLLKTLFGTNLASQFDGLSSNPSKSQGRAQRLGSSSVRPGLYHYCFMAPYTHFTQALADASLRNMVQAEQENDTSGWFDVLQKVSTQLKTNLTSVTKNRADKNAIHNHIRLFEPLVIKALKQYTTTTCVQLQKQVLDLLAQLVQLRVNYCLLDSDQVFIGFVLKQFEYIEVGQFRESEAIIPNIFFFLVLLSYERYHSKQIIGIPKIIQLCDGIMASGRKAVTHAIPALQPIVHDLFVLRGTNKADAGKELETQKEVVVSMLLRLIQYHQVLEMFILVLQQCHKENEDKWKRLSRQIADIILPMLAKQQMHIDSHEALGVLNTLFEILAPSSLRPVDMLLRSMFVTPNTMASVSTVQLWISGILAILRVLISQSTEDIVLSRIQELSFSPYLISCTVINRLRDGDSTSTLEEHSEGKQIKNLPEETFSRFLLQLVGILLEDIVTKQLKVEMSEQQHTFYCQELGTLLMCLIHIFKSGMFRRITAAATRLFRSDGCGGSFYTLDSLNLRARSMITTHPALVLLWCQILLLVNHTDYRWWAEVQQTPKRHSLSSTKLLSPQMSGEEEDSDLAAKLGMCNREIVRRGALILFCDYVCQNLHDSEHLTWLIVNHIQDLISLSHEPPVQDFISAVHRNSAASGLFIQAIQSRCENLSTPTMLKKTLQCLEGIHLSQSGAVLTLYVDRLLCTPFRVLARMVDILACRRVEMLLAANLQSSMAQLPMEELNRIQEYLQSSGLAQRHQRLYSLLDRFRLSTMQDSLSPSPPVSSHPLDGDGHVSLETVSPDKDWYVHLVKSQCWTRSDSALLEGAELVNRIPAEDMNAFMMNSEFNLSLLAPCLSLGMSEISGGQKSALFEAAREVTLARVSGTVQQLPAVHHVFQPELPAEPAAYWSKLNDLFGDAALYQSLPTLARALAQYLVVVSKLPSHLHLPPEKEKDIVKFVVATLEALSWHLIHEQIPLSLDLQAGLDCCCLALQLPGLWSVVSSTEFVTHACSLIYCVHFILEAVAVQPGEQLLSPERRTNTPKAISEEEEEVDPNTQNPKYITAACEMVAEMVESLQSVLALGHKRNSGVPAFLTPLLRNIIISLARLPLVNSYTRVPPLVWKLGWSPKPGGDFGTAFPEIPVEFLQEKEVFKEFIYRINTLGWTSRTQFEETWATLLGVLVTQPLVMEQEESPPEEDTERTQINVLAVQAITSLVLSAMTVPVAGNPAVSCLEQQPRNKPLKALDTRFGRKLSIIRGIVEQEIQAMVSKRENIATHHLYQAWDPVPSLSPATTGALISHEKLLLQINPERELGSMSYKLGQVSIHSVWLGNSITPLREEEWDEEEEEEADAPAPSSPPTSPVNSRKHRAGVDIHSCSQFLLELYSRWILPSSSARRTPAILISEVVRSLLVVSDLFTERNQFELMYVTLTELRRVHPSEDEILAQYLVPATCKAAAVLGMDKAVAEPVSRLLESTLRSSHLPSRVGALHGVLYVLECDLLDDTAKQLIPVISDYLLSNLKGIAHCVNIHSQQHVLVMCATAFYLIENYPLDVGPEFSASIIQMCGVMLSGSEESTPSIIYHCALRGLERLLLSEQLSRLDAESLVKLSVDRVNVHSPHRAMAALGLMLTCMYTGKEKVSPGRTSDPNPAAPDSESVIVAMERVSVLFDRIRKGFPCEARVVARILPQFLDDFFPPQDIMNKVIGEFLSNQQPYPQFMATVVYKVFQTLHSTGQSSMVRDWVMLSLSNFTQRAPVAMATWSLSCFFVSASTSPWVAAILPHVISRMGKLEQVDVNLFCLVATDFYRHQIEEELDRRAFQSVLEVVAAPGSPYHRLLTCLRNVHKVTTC
Numbers without * were called inactive; nt = no result given; & = joins results of further samples. Rule as the data show it: active = inhibition above about 50%; inactive = the rest. No enrichment for hits, and some 3.6% of all compounds hit somewhere here.

SMILES	Pf apPOL block	mHTT-CaM PPI inh
N#Cc1ccccc1NC1=CC(=O)CCC1	3	5
COc1ccc(-n2nc(C(=O)NCC(=O)NCc3ccccc3OC)c3ccccc3c2=O)cc1	0	-1
CC(C)c1ccccc1NC(=O)CSc1nnc(COc2ccccc2Cl)o1	0	-9
Cc1cc(C)nc(Nc2ncc(O)n2-c2ccc(Cl)c(Cl)c2)n1	-4	2
O=C(Nc1ccc(Nc2ccccc2)cc1)C(Cl)Cl	3	37
COc1ccc(CNC(=O)C2(c3ccc(NC(C)=O)cc3)CCCCC2)cc1OC	-1	14
COc1ccccc1NC(=O)CC1COc2ccccc2NC1=O (stereo not drawn)	0	-4
Cc1ccc(NC(=O)Cn2cccc2-c2nnc(C3CC3)o2)cc1	0	-5
Cc1nc2c(C(=O)NCc3ccco3)cnn2c(C)c1Cc1ccc(Cl)cc1	-2	41
O=S(=O)(Oc1ccccc1N1CCOCC1)c1cccc2nonc12	2&-2	nt
O=C(CN1CCN(c2ccccc2F)CC1)c1ccc(O)c(O)c1	-4	8
CC1(C)OCC2(CO1)CN(C(=O)c1ccc3nsnc3c1)C2	0	-2
CCCn1c(C2CCN(Cc3ccc(OCC)cc3)C2)nc2cccnc21 (stereo not drawn)	-7	11
COc1ccc([N+](=O)[O-])cc1-c1ccc(/C=C(\C#N)c2nc3ccc(C)cc3[nH]2)o1	3	-2
Cc1ccc(CC(=O)N2CCC(c3nc(C(=O)N(C)C)c(C)o3)CC2)cc1	13	5
COc1cc2cc(C(=O)N3CCN(Cc4ccc5c(c4)OCO5)CC3)c(=O)oc2cc1OC	-2	nt
COC(C(=O)Nc1ccc(F)c(Cl)c1)c1ccccc1 (stereo not drawn)	-5	-8
CNC(=O)CCc1ccnc(N2CCCC2)c1	-15	-5
O=C(NCCN1CCN(C(=O)c2ccccc2Cl)CC1)c1ccsc1	0	-13
Cc1ccc(-c2n[nH]c(C)c2NC(=O)Cc2ccc(F)cc2)o1	5	5
O=C(C[n+]1cc(Br)cc2ccccc21)c1ccc(NC(=O)c2ccccc2)cc1	0	33
O=C1CC(C(=O)NCCc2ccccc2)C2(CCCCC2)O1 (stereo not drawn)	-13	-2
CCCCOc1ccc(C2=N/C(=C/c3cc(OC)c(OC)c(OC)c3)C(=O)O2)cc1	-8	0
CCn1c(CC2CCN(C(=O)CCc3ccccc3)C2)nc2cccnc21 (stereo not drawn)	-7	14
Cc1cc(O)c(CN2CCN(CCO)CC2)c2c1C(=O)C(=Cc1ccco1)O2	-2	11
CN(C)c1ccc(Nc2nc(-c3ccncc3)cs2)cc1	-1	39
Cc1cc(C)cc(N2C(=O)C(C)SC23CCCCC3)c1 (stereo not drawn)	-1	3
CC(C)c1ccc(NC(=O)C(=O)NCCCN2CCN(c3ccccc3)CC2)cc1	-6	-7
Cc1cccc(CNC(=O)c2ccc3c(c2)N(C)C(=O)C2CCCCN32)c1 (stereo not drawn)	0	12
Oc1ccc(I)cc1C=Nc1ccc(N2CCOCC2)cc1	-2	14
Cc1ccc2ncnc(NCCc3ccccc3)c2c1	-2	3
O=C(c1ccc2[nH]ccc2c1)N1CCn2c(nnc2-c2ccccc2)C1	6	4
CC(=NO)c1sc2scc(C)c2c1C	-7	nt
O=C(C1=CN(c2cc(F)cc(F)c2)c2ccccc2S1(=O)=O)N1CCOCC1	1	1
CC1CCCCC1NS(=O)(=O)c1cc(C(=O)Nc2cccc(Cl)c2)ccc1F (stereo not drawn)	-1	16
O=C(Nc1c2c(nn1-c1ccc([N+](=O)[O-])cc1)CSC2)C1CC1	-6	9
N#C/C(=C\c1ccc(-c2cccc(C(F)(F)F)c2)o1)C(=O)O	-83	19
CCN(CC)c1ccc2cc(C(=O)Nc3ccc(F)cc3)c(=N)oc2c1	4	-13
CCCCNC(=O)c1cccc(N2CCNC(c3ccccc3)C2)n1 (stereo not drawn)	-8	1
O=C1Nc2cc(Cl)c(Cl)cc2N(O)N1c1ccccc1	-16	-1
CCC(Sc1nnc2c3ccccc3n(C)c2n1)C(=O)Nc1ccccc1C#N (stereo not drawn)	-4	3
O=C(Nc1ccc(F)cc1F)c1cccc(F)c1	2	-9
CN(C)C(CNC(=O)NCc1cccs1)c1cn(C)c2ccccc12 (stereo not drawn)	-6	-15
Cc1ccc(C(=O)Nc2ccccc2NC(=O)c2ccc(C)o2)o1	-5	9
COc1ccc(C=C2Oc3cc(O)cc(C)c3C2=O)cc1OC	-4	2
O=[N+]([O-])c1cc(F)c(N2CCOCC2)cc1N1CCCCCC1	-2	4
NS(=O)(=O)c1ccc(CCNC(=O)NC2CCCCC2)cc1	0	-3
CC(NC(=O)C1CCN(c2nccn3nc(-c4ccc(F)cc4)cc23)CC1)c1ccccc1 (stereo not drawn)	8	15
Cc1ccccc1-n1nc2c(c1NC(=O)c1ccc(C)c([N+](=O)[O-])c1)CSC2	-3	1
CCn1c(C2CCN(S(=O)(=O)c3cc(C)c(C)cc3C)C2)nc2ccncc21 (stereo not drawn)	-2	3
COc1ccc(N=C2NC(=O)C(CC(=O)Nc3ccccc3)S2)cc1 (stereo not drawn)	-11	1
Cc1nc(SCc2ccc([N+](=O)[O-])o2)c(C#N)c(C)c1Cl	-5	17
COc1ccc(S(=O)(=O)N2CCN(C(=O)c3cccc(OC)c3OC)CC2)cc1	0	-7
Cc1ccc(-n2c(CN3CCN(C(=O)Nc4ccccc4C)CC3)nc3cccnc32)cc1	3	18
Fc1ccc(Nc2c(-c3ccsc3)nc3ncccn23)cc1	1	2
C=CC(C)(C)OCC(O)CN1C(C)(C)CC(O)CC1(C)C (stereo not drawn)	-5	-4
COCC(=O)Nc1cc(OC)c(Cl)cc1OC	-8	1
CCN(CC)CCCNC(=O)CN1N=C(c2ccc(Cl)cc2)CCC1=O	-14	-5
Nc1nc(Nc2ccccc2F)nc2cccc(F)c12	4	-5
CC(C)CCOc1ccc(CN=C(N)N=C(N)N)cc1Cl	4	4

Going on with the list.
SMILES	Pf apPOL block	mHTT-CaM PPI inh
COc1cccc(NC(=O)Cn2cnc3c(c2=O)CCN(Cc2ccccc2)C3)c1	-1	16
OC1(c2ccc(Cl)cc2)CCNCC1	8	nt
Cc1ccc(S(=O)(=O)n2nnc3ccccc32)cc1	-8	-4
c1csc(CN2CCC(c3nc(-c4cnccn4)n[nH]3)CC2)c1	-6	14
COc1cc(C2C(C(=O)Nc3ccc(Cl)cc3)=C(C)Nc3nnnn32)ccc1OC(F)F (stereo not drawn)	0	10
NS(=O)(=O)c1ccc2c(c1)NC(=O)CO2	nt	0
COCCCN1C(=O)C(=O)C(=C(O)c2ccc(C)cc2)C1c1ccc([N+](=O)[O-])cc1 (stereo not drawn)	-4	-4
O=C1Nc2ccccc2C1=Cc1cc(F)cc2c1OCOC2	-6	nt
Cc1cccc(N2CCN(C(=O)C3CC(=O)N(c4cccc(NC(=O)C(C)C)c4)C3)CC2)c1 (stereo not drawn)	-3	24
N#CC1=C(N)Oc2n[nH]c(-c3cccs3)c2C1c1cccc(O)c1 (stereo not drawn)	-8	5
COC(=O)c1cc(Nc2ccccc2)c2ccccc2n1	-2	-1
Cc1ccc(NC(=O)C2(C)Oc3cccnc3N(C(C)C)C2=O)c(C)c1 (stereo not drawn)	3	-6
COc1ccc(CN2CCC(C(=O)NCCN3CCOCC3)CC2)cc1OC	-14	-1
COc1cccc(OC)c1OCCCCOc1c(OC)cccc1OC	-2	-17
Cc1ccc(N2CCN(C(=O)CC(C)(C)C)C(C)C2=O)cc1F (stereo not drawn)	0	-8
O=S(=O)(Nc1ccc(C2=NCCO2)cc1)c1ccc(Cl)cc1	-2	nt
COc1ccc(Cl)cc1C(=O)N1CCCCCC1	-5	1
NC(=O)CSc1nc2c(c(=O)n1CCc1ccccc1)C1(CCCCC1)Cc1ccccc1-2	-6	-4
COc1ccc(C(O)CN2CCN(C3CCCCC3)CC2)cc1 (stereo not drawn)	-3	-9
Cc1c(Cl)c([N+](=O)[O-])nn1CCCC(=O)Nc1cccc(O)c1	10	4
Cn1cnnc1-c1cccc(NC(=O)C(c2ccccc2)c2ccccc2)c1	-7	27
CC(C)Oc1ccc(-c2nc3s/c(=C\c4cccs4)c(=O)n3n2)cc1	2	2
Cc1ccc(C(=O)N2CCN(c3nnc4c(Cl)cccn34)CC2)cc1F	-5	17
O=C(O)c1c[nH]c2c(C(F)(F)F)cccc2c1=O	-2	-11
CCc1ccc(CNC(=O)C2CC(=O)N(C3CCCC3)C2)cc1 (stereo not drawn)	-4	-10
COc1ccc2oc(=Nc3ccccc3)c(C(N)=O)cc2c1	-2	45
CCC(C(=O)NC1CC(C)(C)NC(C)(C)C1)c1ccccc1 (stereo not drawn)	-3	-2
CSc1nnc2c(n1)OC(c1ccc(Br)s1)Nc1ccccc1-2 (stereo not drawn)	-3	57*
CCCCCc1ccc(C(C)N)cc1 (stereo not drawn)	-12	nt
COCC(=O)Nc1ccc2c(c1)N(C(C)=O)CCC2	-1	6
CCNS(=O)(=O)c1cc(C)c(Cl)cc1C	-1	-14
N#CC1=C(N)Oc2n[nH]c(-c3ccccc3)c2C1c1ccccc1Cl (stereo not drawn)	-5&-1	9&8
CC(=O)N(c1ccc2oc3c(c2c1)CCCC3)S(=O)(=O)c1cc([N+](=O)[O-])ccc1C	1	3
CCCN1CCN(C(=O)c2ccc3c(c2)N(S(C)(=O)=O)CC3)CC1	-3	0
Cc1nc2c(sc3cc([N+](=O)[O-])cc(Sc4ccccc4)c32)c(=O)n1C	-1	8
Cc1oc(C2CCN(C(=O)c3ccc(N(C)C)cc3)CC2)nc1C(=O)N1CCCCC1	-2	8
C/C=C1\CC(C)(CC)C(C#N)(C#N)C(N)=C1C#N (stereo not drawn)	nt	-6
N#CC(C#N)=CN1CCCCC1	-6	nt
CC(=O)N(CN1C(=O)c2ccccc2C1=O)c1ccc(Br)cc1	2	23
Cc1c(C)c(C)c(CSCC(=O)NNS(=O)(=O)c2cccc(C(F)(F)F)c2)c(C)c1C	-7	nt
CC1=Nc2cc(C(=O)NCCCN3CCC(C)CC3)ccc2Sc2ccc(Cl)cc21	-16	53*
Cc1cccc(OCC2CN(C(=O)NCc3ccccc3)CCO2)c1 (stereo not drawn)	-13	12
CCOc1ccccc1NC(=O)CN(c1ccc(F)cc1)S(=O)(=O)c1ccccc1	-8	-4
CCCC(=O)Nc1c2c(nn1-c1ccc([N+](=O)[O-])cc1)CS(=O)(=O)C2	-6	-5
CN(Cc1ccccc1)C(=O)c1ccc(CS(=O)(=O)Cc2ccc(Cl)cc2)o1	-13	15
N#Cc1c(-c2ccccc2)cc(-c2ccccc2)nc1Cl	-4	-74
O=C(Nc1cc(-c2cccc(Cl)c2)no1)C1CCN(c2ccncc2)CC1	-2	-11
CCC(=O)n1c2c(c3ccccc31)Nc1ccccc1N2	0	0
Cc1ccc(C(=O)NCC(=O)N2CCN(c3ccccn3)CC2)cc1	3	-2
O=c1c2cc(-c3ccccc3)sc2ncn1CCc1ccccc1	-9	-8
O=C(Nc1ccc(C(F)(F)F)cc1)ON=Cc1ccccn1	-14	nt
Cc1cccc(N2CC(C(=O)NCc3cccc(F)c3)CC2=O)c1 (stereo not drawn)	0	2
O=C(c1cncc(Br)c1)N1CCCc2ccccc21	49&5	-4&-4
COc1ccccc1N1CCN(C(=O)Cc2cccs2)CC1	-13	3
COc1ccc(-c2csc(/C(C#N)=C/Nc3cccc([N+](=O)[O-])c3)n2)cc1	-7	-1
CCN1CCN(Cc2c(O)cc(C)c3c2OC(=Cc2cc4ccccc4o2)C3=O)CC1	-1	14
Cc1nnc(-c2cccn2CC(=O)NCc2ccccc2C)o1	4	-9
COc1ccc(Cl)cc1NC(=O)N1CCc2c(nc[nH]c2=O)C1	-4	0
N#CC12CC3CC(CC(C3)C1)C2	-4	-4
Cc1ccc(NC(=O)N2CCC(n3cnc4c(Cl)cccc4c3=O)CC2)cc1F	-2	-2

(listing goes on)
SMILES	Pf apPOL block	mHTT-CaM PPI inh
Cc1oc(C2CCC2)nc1C(=O)N1CCCC1c1cccnc1 (stereo not drawn)	2	-4
Cc1noc(-c2ccc(=O)n(Cc3cccc(C(F)(F)F)c3)c2)n1	-20	-14
COc1cc(CN2CCN(c3ccc(C(C)=O)cc3)CC2)cc(I)c1O	-2	55*
CC(C)NC(=O)N1CCN(Cc2nc3cccnc3n2-c2cccc(F)c2)CC1	0	-5
